Assay outcomes (PubChem)
PKA-R2B act – PKA-R2B complex activation. PKA-R2B holoenzyme dissociation, Cy5-IP20 fluorescence polarization; R2B truncated from residue 108, S112A mutant; 0% DMSO only, 100% 113 µM cGMP. actives 0.079% (n = 340,000). AID 504700. P22694+P31323. activation, % at 11.4 µM;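 active means activation above a cutoff set at the mean over all compounds plus 3 SD, cut at about 18% in these data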;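 further: higher means more holoenzyme dissociation and a rise in polarization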
Target sequence (P31323 whole entry, looked up, other chains not shown, the tested form may be a part): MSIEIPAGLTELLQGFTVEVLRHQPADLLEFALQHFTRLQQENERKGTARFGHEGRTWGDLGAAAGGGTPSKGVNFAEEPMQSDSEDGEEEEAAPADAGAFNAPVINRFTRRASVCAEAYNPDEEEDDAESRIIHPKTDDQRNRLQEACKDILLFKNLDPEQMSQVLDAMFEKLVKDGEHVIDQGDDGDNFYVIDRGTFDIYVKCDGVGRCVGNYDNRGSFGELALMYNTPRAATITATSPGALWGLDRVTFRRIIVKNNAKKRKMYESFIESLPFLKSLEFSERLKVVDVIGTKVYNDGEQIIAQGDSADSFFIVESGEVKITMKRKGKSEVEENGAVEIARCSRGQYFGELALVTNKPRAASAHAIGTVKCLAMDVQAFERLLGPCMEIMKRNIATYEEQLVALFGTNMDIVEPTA
SUMO Mot1 rescue – blocks SUMOylation pathway, rescuing yeast Mot1-301 growth. growth rescue, % at 18.8 µM. actives 1% (n = 320,000). S. cerevisiae Mot1-301 growth rescue, ATP luminescence, 38.5C; percent above DMSO median, 100 means doubled. AID 2716;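 active means every valid replicate shows activation above 250% relative to neutral control wells; inactive means the rest, any valid replicate at or below 250%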;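 further: OY570 slx delta 5 strain wells were the positive control but not used for scaling; some compounds called inactive have numbers as strong as hits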
E coli growth – bacterial growth inhibition, counter-screen for AddAB inhibitors | E. coli V3065 growth, OD600 absorbance, 18 h | inhibition, % at 11.9 µM | actives 0.27% (n = 330,000) | AID 449728;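 active means inhibition above the campaign's mean inhibition across all tested compounds plus 3 SD, cut at about 9.9% in these data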;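 further: uninfected addAB+ strain grown without phage in ampicillin broth; 0% = DMSO wells and 100% = ciprofloxacin 0.95 µg/ml wells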
Tat transport – E. coli Tat transport inhibition; E. coli MC4100 TorA-mCherry Tat export, fluorescence; inhibition, % at 10 µM; actives 0.036% (n = 340,000);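 active means mean replicate inhibition at least 50% and at least half of replicates individually reaching 50%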;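 further: exported cargo escapes ClpAP degradation while cytoplasmic cargo is degraded and loses fluorescence; 0% = median of neutral control wells and 100% = median of NaSCN control wells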
OPRM1-OPRD1 ag – OPRM1-OPRD1 heterodimerization agonism. cells, luminescence. activation, % at 9.3 µM. actives 0.3% (n = 340,000). AID 504326; in the data active means activation above about 18%;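 further: 0% = vehicle-treated cells and 100% = reference agonist; values of inactives mirror those of a sister screen read the other way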
AddAB inh – less growth of phage-infected E. coli with AddAB | E. coli expressing H. pylori AddAB, absorbance growth | inhibition, % at 11.9 µM | actives 0.29% (n = 330,000) | AID 435030; in the data active means inhibition above about 12%;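 further: 0% = vehicle wells of infected cells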
MOR-DOR inv ag – inverse agonists of human mu-delta opioid receptor heterodimerization. P35372+P41143. cell-based MOR-DOR heterodimer luminescence, inverse agonism. inhibition, % at 9.3 µM. actives 0.21% (n = 340,000); in the data active means inhibition above about 22%, passing the limit was not always enough;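 further: 0% = cells with DMSO and 100% = wells without cells with DMSO; values of inactives mirror those of a sister screen read the other way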
phage Ecoli inh – E. coli growth loss with phage present | inhibition, % at 11.9 µM | actives 0.26% (n = 360,000) | growth absorbance | AID 651602; in the data active means inhibition above about 11%
PfHsp90 yeast 2 – inhibits growth of yeast expressing Plasmodium falciparum Hsp90; S. cerevisiae expressing PfHsp90, BacTiter-Glo ATP, 48 h; yeast lacking PDR1 and PDR3 efflux regulators; inhibition, % at 9.4 µM; actives 0.32% (n = 310,000);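 active means every replicate shows inhibition above about 80%, whatever the replicate mean, limit read from the data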;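 further: 0% = DMSO neutral controls and 100% = 20 µM radicicol positive controls; yeast relying on Plasmodium falciparum Hsp90 in place of its own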
PKA-R1A act – activators of PKA-R1A complex. PKA-R1A dissociation, Cy5-IP20 fluorescence polarization; scaled: DMSO 0%, 113 µM cGMP 100%. activation, % at 11.4 µM. actives 0.083% (n = 340,000). AID 504707;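 active means percent activation above the mean of all tested compounds plus 3 SD, cut at about 19% in these data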;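 further: higher means more PKAc released from R1A so a rise in polarization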
HTR5A inv ctr – inverse agonist of human HTR5A in OPRM1-OPRD1 counter-screen. AID 504634. P47898. inhibition, % at 9.3 µM. HTR5A cell line, luminescence, inverse agonism. actives 0.083% (n = 340,000); in the data active means inhibition mostly above about 23%, no sharp cut-off; inactive means mostly below about 18%;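 further: 0% = cells with DMSO and 100% = no-cell wells with DMSO; some compounds called inactive have numbers as strong as hits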
Target sequence (P47898 whole entry, looked up): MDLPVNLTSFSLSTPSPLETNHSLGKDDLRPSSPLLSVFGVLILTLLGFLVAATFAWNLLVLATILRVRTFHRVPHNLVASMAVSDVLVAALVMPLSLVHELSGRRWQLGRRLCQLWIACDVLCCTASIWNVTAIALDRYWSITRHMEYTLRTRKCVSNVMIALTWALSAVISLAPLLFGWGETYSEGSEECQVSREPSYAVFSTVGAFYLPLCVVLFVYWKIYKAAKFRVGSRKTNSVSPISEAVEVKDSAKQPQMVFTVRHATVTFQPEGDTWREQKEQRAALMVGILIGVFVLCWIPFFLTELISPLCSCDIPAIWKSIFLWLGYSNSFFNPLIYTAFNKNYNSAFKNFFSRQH
* marks the source's active call; other numbers are inactive results; / = not tested or not shown.

SMILES	PKA-R2B act	SUMO Mot1 rescue	E coli growth	Tat transport	OPRM1-OPRD1 ag	AddAB inh	MOR-DOR inv ag	phage Ecoli inh	PfHsp90 yeast 2	PKA-R1A act	HTR5A inv ctr
CCCCOCCCNC(=O)Cc1cccs1	6.4	16.1	0.6	2.8	-2.0	0.7	11.1	1.2	-3.7	-6.5	19.0
COc1ccc(NC(=O)COC(=O)c2cccc(S(=O)(=O)N3CCCCC3)c2)c(OC)c1	1.6	0.1	-1.1	-1.9	-0.6	-0.6	2.6	1.9	22.3	-11.8	-1.9
O=S(=O)(NCC(Nc1ccc(Cl)cc1)c1ccccc1)c1ccccc1 (stereo not drawn)	-8.5	-9.5	-0.2	21.6	14.2	4.0	-80.9	1.2	15.2	-8.5	-24.1
Cc1[nH]c2ccccc2c1/C=N/NC(=O)c1cccc(S(=O)(=O)Nc2ccccc2Cl)c1	-9.4	-13.5	2.2	-0.9	-2.7	1.0	13.7	0.3	3.3	-3.0	4.8
COc1ccc(-c2nnc(SCC(=O)N(C)C3CCS(=O)(=O)C3)n2N)cc1OC (stereo not drawn)	6.2	-3.3	-0.4	2.4	-0.8	3.7	4.4	0.7	12.1	0.8	-7.8
O=C1C(=O)N(CCCn2ccnc2)C(c2ccc([N+](=O)[O-])cc2)/C1=C(\O)c1ccc2c(c1)OCCO2 (stereo not drawn)	7.6	77.2	4.2	2.9	-0.7	1.3	2.9	-0.1	-6.1	-8.3	9.6
O=C(N/N=C\c1cccnc1)c1cc(-c2ccc(Cl)s2)[nH]n1	-9.5	42.8	-0.7	-5.4	3.1	3.1	-16.1	2.5	-6.0	-14.2	-2.4
COc1ccc(N2CCN(C(=O)Cn3cnc4sc(C)c(S(=O)(=O)N5CCOCC5)c4c3=O)CC2)cc1	-2.4	0.5	-0.1	-3.7	-0.9	3.5	5.7	-0.7	4.8	4.0	6.8
CN1C(=O)C(=O)N(c2cccc(C(F)(F)F)c2)C1=O	1.8	-23.5	-0.2	3.0	-2.2	3.6	11.9	4.1	-16.2	4.3	-4.7
Cc1cccc(C(=O)O/N=C/c2c(Cl)n(C)c3ccccc23)c1	14.7	12.0	0.6	0.7	0.9	1.3	-4.5	0.5	14.4	5.0	-8.5
CCNS(=O)(=O)c1ccc(Br)c(OC)c1	-12.1	-7.9	-1.9	-3.0	-3.5	2.3	18.4	2.7	-2.3	-12.4	16.8
Cc1ccc(OCC(=O)c2cc(C)n(-c3ccccc3)c2C)c([N+](=O)[O-])n1	-12.9	-15.1	-0.8	-2.4	1.4	2.3	-7.7	3.1	17.2	-10.9	-9.0
COc1cccc(/C=N/n2c(=S)n(C)c3cc(C)c(C)cc32)c1OC	1.6	-10.5	-0.2	-1.5	-0.3	0.0	1.7	3.0	-22.0	9.2	-5.4
NC(=O)/C(=C/c1ccco1)C(N)=S	-9.0	-5.4	0.7	1.5	-2.7	-0.7	13.4	1.0	4.8	-13.1	5.4
O=C(O)CCCN=C1CCCc2ccccc2N1	9.8	-15.2	0.5	6.6	2.4	0.9	-14.3	2.5	/	0.5	-9.2
Cc1cc(OC(C)C(=O)NCc2cccnc2)c2c(C)cc(=O)oc2c1 (stereo not drawn)	-0.5	-8.0	-3.2	0.6	0.3	1.2	-1.6	0.9	0.8	5.5	1.3
N#CC(C(N)=O)=C1CCC2(CC1)OCCCCO2	-8.8	11.3	0.1	2.3	-2.1	2.7	8.8	3.2	-0.4	-4.1	6.0
COc1ccc(-c2nc(NC(=O)C3CC(=O)N(Cc4ccco4)C3)sc2C)cc1 (stereo not drawn)	-0.3	0.1	-0.7	4.7	-0.2	0.4	0.8	0.8	18.3	2.6	-7.0
CCCCCOc1ccc(C(=O)NC(CCC)C(=O)O)cc1 (stereo not drawn)	-0.6	2.9	3.1	-0.5	-1.3	0.9	7.5	1.6	6.9	-15.4	-25.7
CCC(=O)Nc1ccc(NC(=O)Cc2ccccc2)cn1	-12.2	/	-1.2	3.1	-2.6	0.6	15.2	0.6	8.6	-2.6	5.4
O=C(NCCc1ccco1)C(=O)NCC1OCCCN1S(=O)(=O)c1ccc(F)cc1 (stereo not drawn)	-8.8	-10.1	0.9	-1.7	-2.5	-0.1	13.8	-1.4	-5.4	-12.1	0.9
Cc1nc(Cc2nnc(SCC(=O)N3CC(=O)Nc4ccccc43)o2)cs1	6.2	-14.4	-1.6	5.6	0.2	-2.8	-0.9	1.4	/	-1.3	2.0
Cc1cc(Nc2cccc(F)c2)nc(-c2ccccc2O)n1	-5.3	20.7	-2.0	2.8	5.7	2.9	-31.3	2.7	-85.1	-7.4	-2.1
CCOC(=O)Nc1ccc2c(c1)Cc1cc([N+](=O)[O-])ccc1-2	-9.1	/	/	1.7	0.3	/	-1.7	0.5	/	0.0	5.8
O=c1c2cccnc2[nH]c(=S)n1CCCN1CCN(c2ccccc2F)CC1	-0.2	35.6	-2.5	-0.1	-0.4	1.2	2.4	0.1	-21.5	1.9	12.2

Record cards (already shown). Screens in order: PKA-R2B act | SUMO Mot1 rescue | E coli growth | Tat transport | OPRM1-OPRD1 ag | AddAB inh | MOR-DOR inv ag | phage Ecoli inh | PfHsp90 yeast 2 | PKA-R1A act | HTR5A inv ctr
Profile of `O=C(O)CCCN=C1CCCc2ccccc2N1` : 9.8 | -15.2 | 0.5 | 6.6 | 2.4 | 0.9 | -14.3 | 2.5 | / | 0.5 | -9.2
Profile of `Cc1cccc(C(=O)O/N=C/c2c(Cl)n(C)c3ccccc23)c1` : 14.7 | 12.0 | 0.6 | 0.7 | 0.9 | 1.3 | -4.5 | 0.5 | 14.4 | 5.0 | -8.5
Profile of `COc1ccc(NC(=O)COC(=O)c2cccc(S(=O)(=O)N3CCCCC3)c2)c(OC)c1` : 1.6 | 0.1 | -1.1 | -1.9 | -0.6 | -0.6 | 2.6 | 1.9 | 22.3 | -11.8 | -1.9

Further results.
SMILES	PKA-R2B act	SUMO Mot1 rescue	E coli growth	Tat transport	OPRM1-OPRD1 ag	AddAB inh	MOR-DOR inv ag	phage Ecoli inh	PfHsp90 yeast 2	PKA-R1A act	HTR5A inv ctr
Cc1ccc(C(=O)N2CCN(c3ccc(NC(=S)NC(=O)c4cccs4)cc3)CC2)cc1	3.4	-1.1	-2.3	-10.0	-2.2	0.5	10.9	1.9	-24.7	3.0	10.6
O=C1Nc2ccccc2/C1=C/c1cnc(-c2ccccc2)[nH]1	18.7*	124.8	-2.2	3.1	-0.8	2.1	3.8	1.4	-17.1	-13.3	-14.5
O=C(NCc1ccco1)C(c1ccccc1)N(C(=O)Cc1cccs1)c1cccnc1 (stereo not drawn)	0.2	-12.5	-0.2	-0.4	-3.6	2.0	20.6	3.9	-3.9	-5.1	-6.3
NC(=O)c1nsc(C(=O)N(CC(=O)NCc2ccc(F)cc2)Cc2ccco2)c1N	-8.1	-11.0	-1.3	-8.4	-2.2	2.9	11.1	2.7	/	-6.8	10.3
Cc1c(Cl)c(=O)oc2cc(OCC(=O)NCc3cccs3)ccc12	-6.2	-3.9	-2.8	2.2	-4.6	3.5	21.3	1.2	36.5	1.9	9.8
CCOC(=O)c1sc(NC(=O)CS(=O)(=O)c2ccc(C)cc2)nc1C	7.3	-6.0	-3.0	-1.7	5.1	2.1	-31.8	0.7	-23.9	-3.8	-2.7
COC(=O)c1ccc(NC(=O)CSC2=NC(=O)C(c3ccccc3)C(=O)N2)cc1 (stereo not drawn)	3.9	-9.7	-0.9	1.5	-3.5	1.2	18.8	3.6	-26.3	2.8	-32.6
COc1cccc(C(=O)Nc2nnc(S(=O)(=O)N(C)Cc3ccccc3)s2)c1	1.4	-0.3	-1.4	-4.5	-1.0	0.6	5.2	-0.6	-2.3	1.6	-7.7
O=C(COc1ccc([N+](=O)[O-])cc1)Nc1cc(C(=O)O)cc(C(=O)O)c1	1.0	-3.6	2.1	4.1	-3.9	7.3	19.9	4.5	13.4	1.1	-11.8
CCc1ccc(CCC(=O)Nc2nnc(C)s2)o1	-8.2	50.8	-3.2	-1.5	-1.2	-4.5	6.6	2.0	/	-5.1	-9.8
FC(F)(F)COc1ccc(-n2ccnc2)nn1	-10.3	-10.4	-0.2	0.2	1.1	2.4	-5.9	3.8	-39.8	-1.4	-1.4
O=C(Nc1ccccc1)N1CCN(c2cccc(C(F)(F)F)c2)CC1	-18.7	14.1	1.1	7.1	2.1	0.8	-11.6	1.8	-49.2	-5.1	-10.8
CCn1c(=O)c(C(=O)NCc2ccc(F)cc2)c(O)c2ccccc21	-4.8	-8.7	4.0	4.5	1.4	9.6	-6.5	6.5	6.9	-3.9	6.4
O=C(Nc1ccc(-c2cn3ccccc3n2)cc1)c1ccco1	-8.2	/	0.9	0.2	-3.2	3.4	16.8	4.4	21.9	-7.9	-2.2
O=CN1CCN(C(=O)c2cccc3c2-c2ccccc2C3=O)CC1	-0.9	-9.0	0.2	-2.5	-0.7	1.4	3.2	-1.8	-0.6	2.1	-1.8
O=C(COc1ccc(Cl)cc1)NCCCn1ccnc1	-12.2	-7.1	-0.3	7.0	-1.6	1.4	9.7	0.5	-0.7	-2.6	4.3
COc1cccc(CC(=O)Nc2ccc(S(=O)(=O)N3CCOCC3)cc2)c1	9.5	-27.2	-0.8	8.7	0.9	-1.0	-6.0	1.9	2.0	-1.9	-23.1
CCN(C(=O)c1c(C)cc(=O)oc1C)c1ccc2c(c1)OCO2	6.7	2.8	0.6	1.5	-1.9	0.4	11.4	-1.4	8.3	1.4	9.2
c1ccc2c(CNn3cnnc3)cccc2c1	4.2	94.4	-0.8	0.0	-1.8	1.5	10.0	1.2	21.7	-11.6	-3.8
Cc1[nH]nc2ncc(C(=O)c3ccccc3O)cc12	-0.5	26.8	-0.2	0.2	-0.7	2.3	3.8	1.3	6.1	-18.8	-9.6
O=C(c1ccccc1)c1ccc(N2CCOCC2)cc1	-6.6	/	/	4.8	0.5	/	-2.0	2.9	18.5	-5.0	-18.8
Cc1csc(N(C(=O)c2ccc(S(=O)(=O)N(C)C)cc2)c2ccccc2)n1	-4.5	2.7	0.7	2.6	-3.1	3.6	13.7	2.6	-10.8	7.8	-8.6
CCCC(=O)c1c[nH]c(C(=O)NCc2ccco2)c1	8.2	-10.0	-1.4	-5.0	-1.4	1.4	5.7	4.8	-8.2	10.1	4.2
O=c1[nH]c2ccc(S(=O)(=O)NCc3ccccn3)cc2s1	-5.2	96.9	-2.5	-3.4	-2.6	1.1	15.3	2.0	/	-11.3	-9.2
C=C1SC(Nc2c(C)cccc2C)=NC12CCCCC2	/	40.5	-1.9	0.6	/	-2.9	/	-0.1	7.7	/	/
CCN1CCN(C(=O)Nc2cccc3ccccc23)CC1	-5.3	2.8	-2.0	-1.3	-1.7	2.4	9.9	2.9	/	2.6	-20.9
COc1cc(S(=O)(=O)NC2CCSc3ccccc32)ccc1NC(C)=O (stereo not drawn)	-3.4	94.5	2.3	21.4	-2.9	4.2	15.2	-0.4	-22.1	-1.5	7.4
Cc1ccc(NC(=S)NNC(=S)NCc2ccccc2)cc1	-11.8	-16.1	4.4	2.2	-2.9	3.6	17.0	-0.5	-11.4	-5.2	10.3
O=C(NCc1ccc(F)cc1)C1C2C=CC3(CN(Cc4cccnc4)C(=O)C13)O2 (stereo not drawn)	-0.7	-8.8	1.2	-3.1	-0.6	0.9	2.9	3.5	10.6	-7.5	-4.4
